IDE cell activ: boosts human insulin-degrading enzyme activity in HEK cells; 340,000 compounds, 0.073% hits; FAbeta-B cleavage, fluorescence polarization; 0% vehicle, 100% cell-free pure enzyme wells; P14735; activation, % at 5.96 µM;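 active = activation above the mean of all tested compounds plus 3 SD, set per screening campaign, cut at about 17% in these data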
pCIP destab: p/CIP protein destabilization; 290,000 compounds, 0.01% hits; F442A p/CIP-EGFP cells, EGFP fluorescence, 16 h; decrease of EGFP signal, % at 10 µM; Q05BA5; AID 1984;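 active = EGFP signal decrease of at least 30% at 10 µM or well 3 SD below plate mean, unless failing retest; inactive = the rest, including hits failing retest or dose response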; also: some compounds called inactive have numbers as strong as hits; many of its hits are not listed in these tables
VIM-2 inh: blocks Pseudomonas aeruginosa VIM-2 metallo-beta-lactamase | inhibition, % at 5.6 µM | 290,000 compounds, 0.89% hits | purified VIM-2, nitrocefin hydrolysis, epi-absorbance fluorescence;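 active = inhibition above the mean of all tested compounds plus 3 SD, cutoff set per screening run, cut at about 7.5% in these data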;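 also: red hydrolysis product quenches plate fluorescence so inhibitors raise well fluorescence; 0% = enzyme with DMSO and 100% = DMSO without enzyme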
NALP1 yeast inh: inhibitors of NALP1 inflammasome in yeast | 280,000 compounds, 0.61% hits | AID 2071 | inhibition, % at 10 µM | S. cerevisiae NALP1/ASC/caspase-1 growth, X-gal OD620, 72 h; in the data active = inhibition mostly above about 24%, no sharp cut-off; inactive = mostly below about 32%; also: some compounds called inactive have numbers as strong as hits
IMP-1 inh: inhibitors of Pseudomonas aeruginosa IMP-1 metallo-beta-lactamase | purified IMP-1, nitrocefin hydrolysis, epi-absorbance fluorescence | inhibition, % at 5.6 µM | 290,000 compounds, 0.45% hits | AID 1556;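 active = inhibition above the mean plus 3 SD of all compounds in the same screening run, cut at about 4.5% in these data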;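 also: 0% = IMP-1 with DMSO and 100% = DMSO wells lacking enzyme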
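System: purified IMP-1 / Input: IMP-1 dispensed at 0.2 nM / Medium: 50 mM HEPES pH 7.1, 50 µM ZnSO4, 0.05% Brij 35 / Timing: 15 min enzyme–compound preincubation, then 25 min nitrocefin reaction, 25 °C / Technique: plate fluorescence quenching by hydrolysis product, ex 480/em 530 nm / Repeats: singlicate testing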
PfM18AAP inh: blocks P. falciparum M18 aspartyl aminopeptidase; recombinant PfM18AAP, H-Glu-NHMec fluorogenic cleavage; inhibition, % at 7.35 µM; 290,000 compounds, 1.2% hits;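 active = inhibition above the campaign mean inhibition over all tested compounds plus 3 SD, cut at about 28% in these data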;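 also: 0% = plate median of test compound wells and 100% = 2 mM ZnCl2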
GPR7 antag: human neuropeptides B/W receptor 1 antagonism | P48145 | AID 1861 | GPR7-expressing cells, fluorescence antagonist assay | inhibition, % at 4.4 µM | 290,000 compounds, 1.1% hits; in the data active = inhibition above about 16%, passing the limit was not always enough;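 also: cells stimulated with the agonist NPW; 0% = agonist with vehicle and 100% = vehicle without agonist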
Target sequence (P48145 whole entry, looked up): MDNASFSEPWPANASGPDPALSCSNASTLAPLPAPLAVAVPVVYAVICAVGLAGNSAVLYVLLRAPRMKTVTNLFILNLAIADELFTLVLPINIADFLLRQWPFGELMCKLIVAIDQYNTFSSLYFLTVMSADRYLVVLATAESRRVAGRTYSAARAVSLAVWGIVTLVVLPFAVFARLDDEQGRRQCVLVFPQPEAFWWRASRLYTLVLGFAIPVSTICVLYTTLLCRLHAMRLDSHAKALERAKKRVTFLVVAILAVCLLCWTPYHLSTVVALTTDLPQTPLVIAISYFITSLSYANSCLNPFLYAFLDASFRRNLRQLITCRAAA
IDE cell inh: inhibitors of human insulin-degrading enzyme in cells; inhibition, % at 5.59 µM; 320,000 compounds, 0.41% hits; AID 434962; HEK cells, FAbetaB cleavage, fluorescence polarization; P14735;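 active = percent inhibition above the average of all tested compounds plus 3 SD, set per screening campaign, cut at about 16% in these data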;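 also: IDE supplied by intact live HEK cells; FP after avidin binding of uncleaved biotin substrate so inhibition keeps polarization high; 0% = DMSO wells and 100% = 60 µM reference IDE inhibitor Ii1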
PHOSPHO1 inh: blocks human PHOSPHO1 phosphatase activity; Q8TCT1; inhibition, % at 13.3 µM; recombinant PHOSPHO1, absorbance phosphatase assay; 290,000 compounds, 1.1% hits; in the data active = inhibition above about 60%
Target sequence (Q8TCT1 whole entry, looked up): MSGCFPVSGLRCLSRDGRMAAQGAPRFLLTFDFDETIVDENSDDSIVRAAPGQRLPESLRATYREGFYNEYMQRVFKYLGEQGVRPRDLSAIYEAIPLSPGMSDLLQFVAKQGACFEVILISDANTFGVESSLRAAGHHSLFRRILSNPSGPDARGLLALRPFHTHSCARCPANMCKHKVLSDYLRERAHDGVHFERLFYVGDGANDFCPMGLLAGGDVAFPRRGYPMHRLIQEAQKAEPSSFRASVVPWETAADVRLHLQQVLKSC
Active calls of the source: *; x = not tested or not shown; & = joins results of further samples.

SMILES	IDE cell activ	pCIP destab	VIM-2 inh	NALP1 yeast inh	IMP-1 inh	PfM18AAP inh	GPR7 antag	IDE cell inh	PHOSPHO1 inh
COCCC(=O)N1CCC(Oc2ccc(C(=O)NCc3csc(C)n3)cc2)CC1	-3	-8	-1.1	2	-4.1	-1	-11	-4	34
COc1ccc2cc(C(=O)C3CCCN(C(=O)c4cc(=O)n(C)c(=O)n4C)C3)ccc2c1 (centres undefined)	-3	5	-5.0	8	-2.8	3	-8	3	5
CCc1ccc(OCCCC(=O)Nc2ccc(N3CCCCC3)cc2)cc1	8	-4	-1.7	0	-0.3	-5	-1	-1	15
CN1C(=O)C(CC(=O)Nc2ccc3c(c2)Cc2ccccc2-3)N(C)C1=O (centres undefined)	4	-7	-1.6	-8	-3.6	0	-4	1	29
COc1ccc(Nc2ccc(S(=O)(=O)N3CCCCC3)cc2[N+](=O)[O-])cc1OC	6	-6	-0.5	42	-2.0	-6	-7	-2	-4
O=C(CCNC(=O)c1ccc(Cl)cc1)Nc1ccc(F)cc1F	3	-8	0.6	27	-0.5	-3	1	0	-11
Cc1ccc(-c2ccc(/C=C(\C#N)C(N)=S)o2)c([N+](=O)[O-])c1	1	3	-3.2	-5	-2.7	34*	4	x	32
O=C(COC(=O)c1ccco1)Nc1ccccc1	8	-4	-2.3	8	-1.9	0	-7	3	12
CN(C(=O)/C=C/c1ccco1)c1ccccc1C(=O)O	-6	8	3.6	-9	2.1	5	6	-1	2
CCN(C(=O)Cn1c(=O)n2nc(CCn3nc(C)cc3C)nc2c2ccccc21)c1cccc(C)c1	6	12	-2.0	4	-1.5	2	-11	-4	16
O=C(CN1CCN(S(=O)(=O)N2CCOCC2)CC1)Nc1ccc(Cl)c(Cl)c1	2	1	-0.2	4	-0.9	-3	-3	3	28
CCC1=NN2C(=N)/C(=C\c3cccn3-c3ccc(OC)cc3)C(=O)N=C2S1	1	-4	1.1	-15	-1.6	2	-14	0	-21
CC(=O)c1noc(C)c1C(=O)Nc1nccs1	7	-5	-4.1	-4	-2.0	2	-8	-3	8
COc1ccccc1Nc1nc2c(s1)CCC2	1	-3	0.8	10	-1.4	16	-3	-5	76*
CCc1nnc(NC(=O)CN2C(=O)NC3(CC(C)CC(C)(C)C3)C2=O)s1 (centres undefined)	-1	-79	-0.7	5	-2.6	-2	-20	-3	12
Cc1cc(=O)n(CCCO)c(O)c1C#N	-1	0	0.3	-15	-2.1	8	-7	-4	39
O=C(NCc1ccccn1)c1ccc(Cl)s1	2	2	-0.7	-1	-1.8	-4	-3	3	-5
COc1ccc(NC(=O)c2cc(-c3cc(Cl)ccc3O)n[nH]2)c(OC)c1	-1	-11	-1.5	19	-3.6	-4	2	-7	42
CCc1cc2c3c(c(=O)oc2cc1O)CCCC3	0	-2	2.2	-1	3.1	9	-17	3	-14
O=C(Nc1ccc2c(c1)CCC2)c1cc2ccccc2o1	-1	-10	-4.4	-1	-4.6	6	-1	1	-6
NC(=O)[C@@H]1CCCN1C(=O)c1ccc2nc(Cc3ccccc3F)oc2c1	4	-14	-1.0	6	-3.9	9	-7	-2	41
CC(C)Oc1c(Br)cc(Br)cc1/C=N/NC(N)=S	1	0	-2.5	2	-1.4	-6	1	7	0
O=C(NCc1cccnc1)C(=O)NCC1OCCCN1S(=O)(=O)c1ccc(Cl)cc1 (centres undefined)	4	10	-3.3	5	-4.1	5	-15	-6	-5
CCOc1ccc(OCc2ccc(C(=O)Nc3cccc(C)n3)o2)cc1	-1	-2	-2.1	x	-3.2	-2	-9	4	-28
Cc1ccc(NC(=O)c2c(C)nn(-c3ccccc3)c2Cl)cc1	-3	-8	0.3	15	-0.7	12	-3	-5	2
Cc1n[nH]c(=O)n1-c1ccc(OCc2ccccc2)cc1	8	0	-1.8	13	-1.4	-2	-1	-1	-89
Cc1cc(NS(=O)(=O)c2ccc(NC(=S)NC(=O)c3cccnc3)cc2)no1	-2	-18	-2.9	-2	-0.7	5	-2	-2	20
Cc1cnc([N+](=O)[O-])n1CCOC(=O)c1cccc(F)c1	1	5	-0.2	25	-1.0	2	-10	2	37
O=C(C1=C(O)C(=O)N(Cc2ccco2)C1c1cccc(Cl)c1)c1ccco1 (centres undefined)	5	0	-2.5	-2	-3.1	12	-6	2	28
Cc1nn(C)c(C)c1CS(=O)(=O)c1ccccc1	2	-7	-3.2	5	-2.4	-3	-20	0	-10
CC(C)N(C(=S)Nc1cccnc1)c1ccccc1	-1	-10	0.6	x	-2.0	0	-13	-3	-21
CC(=O)c1cccc(NC(=O)NC2CC3CCCC(C2)N3CC(C)C)c1 (centres undefined)	6	3	-2.9	-11	-3.4	1	-14	-1	2
COc1ccc(C2C(C#N)=C(N)OC3=C2C(=O)CCC3)c(OC)c1OC (centres undefined)	4	-6	-1.1	-5	-1.1	2	-16	1	-18
Cc1ccc(/C=N/NC(=O)C2=NNC(c3ccccc3)(c3ccccc3)C2)c(O)c1	-1	-1	-2.2	6	-6.5	4	-13	4	1
O=C1CCCC(O)=C1C1NCCc2ccccc21 (centres undefined)	2	6	-3.3	11	0.1	10	-2	0	6
COc1cccc(CC2(CO)CCCN(Cc3cc(F)ccc3-n3cccn3)C2)c1 (centres undefined)	9	-21	-1.7	-4	-2.1	-4	10	6	41
CSc1nc(-c2ccccc2)nn1C(=O)c1ccc(Cl)cc1	2	-20	-2.5	11	-2.2	1	-12	4	7
Cn1ccnc1SCc1nc2c(cnn2-c2ccccc2)c(=O)[nH]1	1	-5	1.1	4	-4.5	-2	24	-9	-3
Cn1c(CSCc2ccc(Cl)cc2Cl)n[nH]c1=S	-2	0	-1.3	0	0.0	22	-8	-4	26
COc1ccccc1CCC(=O)OCC(=O)Nc1c(Br)cc(C)cc1Br	4	-10	-3.4	8	-3.6	1	-12	4	31
O=C(CN1C(=O)c2ccccc2C1=O)c1ccc(F)cc1	4	-11	-0.1	5	0.2	-3	3	0	29
O=C(/C=C/c1cccc(C(F)(F)F)c1)Nc1cccc(C(F)(F)F)c1	-3	-2	-2.6	13	-1.7	7	-6	3	2
O=C1CCC([N+](=O)[O-])C(c2ccc(Cl)c([N+](=O)[O-])c2)N1 (centres undefined)	1	3	-2.1	-16	-2.1	6	-19	1	-5
Cc1cc(C(=O)CSc2nnc(-c3ccc(OC(F)F)cc3)o2)c(C)n1Cc1cccs1	6	4	-1.8	8	-5.4	6	-17	5	94*
O=C(c1ccccc1Sc1cccc2ccccc12)N1CCOCC1	-3	-13	0.0	-5	-3.0	6	-12	-1	-4
CCCCOc1ccc(C(=O)N2CCCCCC2)cc1	7	-6	1.9	42	-2.0	-11	7	9	4
O=C(Nc1ccccc1-c1ccccc1)NC1CCN(CC(=O)N2CCOCC2)CC1	-1	-2	-3.2	30	-1.3	5	-8	0	-7
Cc1ccc2c(c1)N(C(=O)CCC(=O)Nc1ccccc1Br)CC(C)O2 (centres undefined)	2	-2	-2.3	17	-1.4	1	-7	-4	18
CSc1ccc(N2C(=O)NC3(CCCCC3)C2=O)cc1	5	-8	-3.1	14	-2.8	-1	-1	2	-3
CCCOc1ccc(NC(=O)CC2C(=O)N(c3ccc(OCC)cc3)C(=S)N2C2CC2)cc1 (centres undefined)	0	-7	0.3	22	-0.5	-21	-29	-2	13
Cc1cc(/C=C2\SC(=O)N(CC(=O)Nc3ccccc3F)C2=O)c(C)n1C	-1	3	-1.8	-5	-1.4	7	-1	5	2
COc1ccccc1NC(=O)C1=C(C)NC(=O)NC1c1ccco1 (centres undefined)	1	-11	-1.0	18	-1.8	-9	-8	4	20
S=C(Nc1cccc2ccccc12)NN1CCOCC1	1	-1	-4.3	17	-2.6	-8	-4	8	94*
COc1ccc(CCNC(=O)C2CCCN2S(=O)(=O)c2cccc3nsnc23)cc1OC (centres undefined)	3	-1	-1.3	12	-0.8	-5	-10	-3	26
CC(=O)c1c(C)[nH]c(C(=O)Nc2ccc(S(=O)(=O)N(C)C)cc2)c1C	5	-2	-1.2	30	-0.9	-4	1	9	-1
O=C(CC1COc2ccccc2O1)NCCc1ccccc1 (centres undefined)	3	-17	-1.1	-5	-1.5	-2	-16	2	14
Cc1cc(-c2csc(NC(=O)c3ccccc3C(F)(F)F)n2)c(C)n1Cc1ccccc1	3	-7	-1.1	26	-0.6	-2	-9	-4	9
Cc1ccc(C)c(S(=O)(=O)NCCCc2ccccc2)c1	-3	-16	-1.4	16	-2.0	6	-15	-3	24
CCCOc1cccc(C(=O)NCCNC(=O)c2ccc(C)nc2)c1	4	-21	-2.8	-3	-4.0	4	-9	0	32
C/C(=N/OC(=O)c1ccc(C)cc1)C(=O)c1ccc(Br)cc1	4	-138	-0.8	29	-2.2	-1	-10	3	33

Quoted at random: four compounds from above
SMILES	IDE cell activ	pCIP destab	VIM-2 inh	NALP1 yeast inh	IMP-1 inh	PfM18AAP inh	GPR7 antag	IDE cell inh	PHOSPHO1 inh
O=C(C1=C(O)C(=O)N(Cc2ccco2)C1c1cccc(Cl)c1)c1ccco1 (centres undefined)	5	0	-2.5	-2	-3.1	12	-6	2	28
Cc1cc(NS(=O)(=O)c2ccc(NC(=S)NC(=O)c3cccnc3)cc2)no1	-2	-18	-2.9	-2	-0.7	5	-2	-2	20
Cc1ccc(-c2ccc(/C=C(\C#N)C(N)=S)o2)c([N+](=O)[O-])c1	1	3	-3.2	-5	-2.7	34*	4	x	32
CCc1ccc(OCCCC(=O)Nc2ccc(N3CCCCC3)cc2)cc1	8	-4	-1.7	0	-0.3	-5	-1	-1	15

Additional results
SMILES	IDE cell activ	pCIP destab	VIM-2 inh	NALP1 yeast inh	IMP-1 inh	PfM18AAP inh	GPR7 antag	IDE cell inh	PHOSPHO1 inh
Cc1cc(SCC(=O)N/N=C/c2cccnc2)nc2c(C)cccc12	1	-1	0.3	3	-1.7	-3	1	4	-3
O=C(CN1C(=O)C2C3CC(C(Br)C3Br)C2C1=O)Nc1ccc(C(=O)O)cc1 (centres undefined)	4	-9	-1.4	25	-2.9	-11	-17	-2	-1
COc1ccc(-c2nn(-c3ccccc3)cc2/C=C2/SC(=S)N(CCC(=O)O)C2=O)c(C)c1	3	1	-0.8	-4	-0.6	-7	-11	-11	35
COc1ccc([N+](=O)[O-])cc1NC(=O)CC1SC(=Nc2cccc(C)c2C)N(/N=C/c2cccc(OC)c2OC)C1=O (centres undefined)	6&2	-14	-1.3	-5	-3.7	3	-4	4	35
COc1cccc(C(O)CC(N)=O)c1 (centres undefined)	0	-1	-2.5	9	0.1	-4	-8	-4	-16
Cc1ccc(C2=NN(C(=O)CNCCO)C(c3cccs3)C2)cc1 (centres undefined)	7	12	0.4	18	-2.0	4	7	3	28
Cc1csc(NC(=O)c2ccc3c(c2)OCO3)n1	0	-18	-3.9	15	-5.4	8	-7	0	23
CC(C)C[C@H](NC(=O)c1[nH]cnc1C(=O)N[C@@H](Cc1ccccc1)C(=O)OC(C)(C)C)C(=O)OC(C)(C)C	-5	-3	x	x	x	x	x	0	-13
Cc1ccc([C@@H]2[C@@H]3C(=O)N(C)C(=O)[C@@H]3[C@]3(C)C(=O)N(CC4CC4)CC(=O)N23)o1	-5	2	1.0	33	-1.0	1	-12	1	20
Fc1cccc(Nc2ncnc3c2cnn3-c2ccccc2)c1	-1	-18	x	10	x	x	x	-3	8
